# Compound activity from PubChem.
# Large T inhibition – SV40 large T antigen inhibitors, biochemical (AID 1903); SV40 large T antigen ATPase/helicase inhibition assay; higher % means a stronger effect; inhibition, % at 20 µM, or IC50 in µM where a hit was titrated; actives 0.39% (n = 310,000); in the data active = a potency from the dose series; inconclusive = inhibition mostly from about 32% at the one dose, without a potency; inactive = the rest, 99 in 100 with inhibition below about 32%; also: strong numbers were not always called active
# MgcRacGAP inhibition – MgcRacGAP GTPase-activating activity inhibitors, confirmation, biochemical, ADP Hunter fluorescence | Rac GTPase-activating protein 1 (Homo sapiens) | MgcRacGAP-stimulated Rac1 GTP hydrolysis, ADP Hunter fluorescence; higher % means a stronger effect; GST-tagged Rac1 F28L mutant substrate | one-dose inhibition, % at 30 µM; IC50 in µM for titrated hits | actives 0.6% (n = 340,000) | AID 624330, 2012;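 active = first-screen hits whose inhibition reached a set limit at any dose in the follow-up dose series; inconclusive = inhibition above the set first-screen limit but never retested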;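 also: fluorescence reports GDP produced by GAP-driven GTP hydrolysis; strong numbers were not always called active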
# KOR beta-arrestin-1 – KOR antagonists, beta-arrestin recruitment, cell-based, luminescence, uHTS (AID 1778); inhibition, % at 10 µM; hits with a dose series show IC50 in µM; Kappa-type opioid receptor (Homo sapiens); KOR beta-arrestin recruitment, luminescence, antagonist mode; higher % means a stronger effect; actives 0.091% (n = 290,000); also: strong numbers were not always called active
# NOD2 inhibition – NOD2 signaling inhibitors, cell-based, luminescence, uHTS, HEK293 (AID 1566). HEK293 NOD2/NF-kB luciferase reporter, luminescence; higher % means a stronger effect. inhibition, % at 4 µM; hits with a dose series show EC50 in µM. actives 0.63% (n = 290,000); also: many of its hits are not listed in these tables
# HIV fusion peptide – inhibitors of HIV fusion peptide binding, primary screen, biochemical, uHTS, fluorescence dequenching (AID 1986). cell-free peptide binding, fluorescence dequenching, 30 min; higher % means a stronger effect. one-dose inhibition, % at 20 µM; IC50 in µM for titrated hits. actives 0.3% (n = 290,000); in the data active = inhibition mostly above about 52%, no sharp cut-off; inactive = mostly below about 76%; also: some results filed as inactive read as strong as hits
# KOR beta-arrestin-2 – KOR agonists, beta-arrestin recruitment, primary screen, cell-based, luminescence, uHTS (AID 1777) | Kappa-type opioid receptor (Homo sapiens) | KOR beta-arrestin recruitment, luminescence; higher % means a stronger effect | one-dose activation, % at 10 µM; EC50 in µM for titrated hits | actives 0.02% (n = 280,000); in the data active = activation above about 50%, passing the limit was not always enough; also: a part of the inactive calls stands beside numbers as strong as those of hits
# NOD1 inhibition – NOD1 signaling inhibitors, primary screen, cell-based, luminescence, uHTS (AID 1578). NOD1-driven NF-kB luciferase reporter cells, luminescence; higher % means a stronger effect. inhibition, % at 4 µM; hits with a dose series show EC50 in µM. actives 1% (n = 290,000); in the data active = inhibition mostly above about 36%, no sharp cut-off; inactive = mostly below about 34%;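 also: HEK-293T reporter cells stimulated with the NOD1 agonist gamma-tri-DAP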
# GPR55 antagonists – GPR55 antagonists blocking LPI-driven arrestin recruitment, primary screen, imaging, U2OS, beta-arrestin-GFP, LPI agonist (AID 2013) | G-protein coupled receptor 55 (Homo sapiens) | U2OS GPR55 beta-arrestin-GFP translocation imaging, LPI antagonism; higher % means a stronger effect | inhibition, % at 10 µM, or IC50 in µM where a hit was titrated | actives 0.13% (n = 290,000);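 active = spots per cell inhibited over 60%, with over 100 cells counted and total cytoplasm intensity under 500,000; inconclusive = wells with under 100 cells, flagged as likely toxic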;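 also: U2OS cells stably carrying GPR55 and arrestin-GFP stimulated by 5 µM LPI near EC80; imaged beta-arrestin-GFP aggregate spots per cell after agonist stimulation; plate controls were LPI-stimulated DMSO wells for no effect and DMSO wells without LPI for full effect; some results filed as inactive read as strong as hits; confirmed hits need IC50 under 10 µM and bright autofluorescent wells are also inconclusive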
# GPR55 beta-arrestin – GPR55 agonists via beta-arrestin recruitment, primary screen, imaging, U2OS cells, beta-arrestin-GFP redistribution (AID 1961); G-protein coupled receptor 55 (Homo sapiens); U2OS GPR55 beta-arrestin-GFP redistribution imaging; higher % means a stronger effect; activation, % at 10 µM; hits with a dose series show EC50 in µM; actives 0.048% (n = 290,000);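 active = activation above 40% with more than 50 cells counted in the well; inconclusive = wells holding fewer than 50 cells, flagged as toxic or sparse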;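 also: U2OS osteosarcoma cells stably expressing GPR55 and beta-arrestin-GFP; plate controls were DMSO negative control for no effect and LPI positive control for full effect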
# Starred values were filed as active, the others as inactive; ? = inconclusive; . = no result given; [ ] = another dose, or the depositor's remark. Rule as the data show it, unless noted: active = inhibition above about 50%; inactive = the rest.
# Screens in order: Large T inhibition	MgcRacGAP inhibition	KOR beta-arrestin-1	NOD2 inhibition	HIV fusion peptide	KOR beta-arrestin-2	NOD1 inhibition	GPR55 antagonists	GPR55 beta-arrestin
> CCOC(=O)N1CCC(NC(=O)CC2C(=O)NCCN2Cc2ccc(C)cc2)CC1 (configuration not stated)
→ 22%	4%	-2%	11%	3.1%	0.6%	-10%	-1%	-0.1%
> COC(=O)CC1C(=O)NCCN1C(=S)NC(=O)C(c1ccccc1)c1ccccc1 (configuration not stated)
→ 1%	5%	8%	-4%	0.9%	-2.7%	-29%	-4%	-0.1%
> COc1ccc(CS(=O)(=O)CC(C)(O)c2ccc(Cl)cc2)cc1 (configuration not stated)
→ 15%	2%	-14%	27%	1.9%	-0.7%	6%	2%	0.0%
> Cn1c(=O)c2c(nc(NNC(=O)C(F)(F)F)n2C)n(C)c1=O
→ 10%	10%	2%	-32%	-2.0%	-2.5%	-6%	14%	-0.2%
> Cn1c(=O)n(C)c2cc([N+](=O)[O-])c(N3CCN(S(=O)(=O)c4ccccc4)CC3)cc21
→ -1%	5%	11%	10%	-0.8%	-1.9%	1%	-8%	-0.2%
> COc1ccc(OC)c2sc(NC(=O)C3=COCCO3)nc12
→ -1%	13%	-14%	13%	2.0%	-3.1%	-36%	2%	-0.1%
> CCOC(=O)C1=C(c2ccccc2)NC(=O)NC1c1cc(Br)c(O)c(OC)c1 (configuration not stated)
→ 15%	2%	4%	-10%	-3.1%	-3.6%	-23%	8%	-0.5%
> CC(=O)Nc1ccc(N=NC2C(=O)N(C(N)=S)N=C2C)cc1 (configuration not stated)
→ 11%	5%	-4%	-15%	1.9%	-4.9%	-25%	1%	0.3%
> Cc1c(NC(=O)c2cccc(-c3cc4ccccc4oc3=O)c2)cccc1-c1nc2ncccc2o1
→ 0%	4%	35%	-7%	10%	-4.0%	-35%	17%	-0.2%
> O=C(COc1ccccc1Cl)NCCc1ccc2c(c1)OCCO2
→ 7%	4%	12%	-21%	-1.7%	-1.2%	-4%	0%	-0.1%
> CS(=O)(=O)N1CCC(Oc2ccccc2C(=O)N2CCN(CC3CC3)CC2)CC1
→ 1%	0%	-3%[20 µM]	7%	-1.2%	.	-18%	9%	-0.1%
> O=C(NCc1ccccc1)c1cncc(Br)c1
→ 9%	6%	-34%	20%	-0.2%	-3.2%	1%	10%	-0.1%
> O=C(Nc1ccc(N2CCN(C(=O)c3ccco3)CC2)c(Cl)c1)c1cccs1
→ 3%	13%	5%	9%	-1.2%	1.0%	-19%	4%	-0.1%
> Cc1cccc(NC(=O)c2cc(Cl)nc3ccccc23)c1
→ 49%	1%	-6%	9%	-1.8%	-2.3%	19%	-4%	0.2%
> O=C(CSc1n[nH]c(-c2ccco2)n1)Nc1ccccc1F
→ 27%	5%	-7%	5%	0.1%	-4.1%	-14%	-6%	0.2%
> CC(C)Cc1nc(NCCN2CCOCC2)c(C#N)c2c1COC(C)(C)C2
→ 6%	12%	-4%	-2%	-0.8%	-3.8%	8%	1%	-0.1%
> O=c1[nH]c(/C=C\c2ccc(O)c(O)c2)nc(O)c1[N+](=O)[O-]
→ 4.7µM*	?	14%	7%	26%	-7.7%	-23%	-4%	0.2%
> CC1CCN(C(=O)C2CCN(S(=O)(=O)c3cccc4nsnc34)CC2)CC1
→ 0%	1%	12%	-4%	-1.0%	-3.2%	-35%	-2%	0.5%
> O=C(CNC(=O)c1ccccc1F)N/N=C/c1cn[nH]c1-c1ccccc1
→ -5%	14%	11%	5%	-3.5%	0.5%	8%	4%	?
> N#Cc1ccsc1NC(=O)CN1CCN(c2ccc(O)cc2)CC1
→ 6.4µM*	?	12%	21%	39%	-2.2%	-16%	25%	0.1%
> CCC(CC)n1[nH]c(=O)c2c(C)cc(C)nc21
→ 18%	9%	12%	13%	-1.6%	3.4%	-8%	2%	0.6%
> NNC(=S)NC1CCS(=O)(=O)C1 (configuration not stated)
→ 8%	.	-22%	-11%	-0.4%	3.6%	1%	-11%	-0.1%
> CCc1nc(SCC(=O)N2CCC(Cc3ccccc3)CC2)c2c(=O)n(C)c(=O)n(C)c2n1
→ 24%	.	-69%	17%	-2.7%	6.2%	34%	2%	0.3%
> FC(F)(F)c1ccc(-c2nnc(-c3ccccn3)c(-c3ccccn3)n2)nc1
→ 0%	-6%	13%	24%	-1.1%	1.3%	-2%	3%	0.3%
> Cc1ccc(S(=O)(=O)NCCc2nnc3ccc(NCCCOC(C)C)nn23)cc1
→ -7%	1%	0%	8%	-1.3%	-3.7%	-45%	1%	-0.3%
> CC(=O)N1CCc2cc(Br)cc(S(=O)(=O)CCC(=O)N3CCN(c4ccccn4)CC3)c21
→ 24%	6%	1%	-9%	3.3%	-2.8%	-30%	6%	-0.3%
> COc1ccc(C(=O)O)cc1S(N)(=O)=O
→ 18%	6%	-24%	0%	-0.4%	-4.1%	-15%	5%	-0.4%
> Nn1c(SCc2ccc(F)cc2)nnc1-c1ccncc1
→ 7%	.	0%	9%	-2.4%	.	-5%	-9%	0.3%
> CCOC(=O)c1c(O)c2ccccc2n(-c2ccccc2)c1=O
→ 5%	3%	0%	13%	-0.2%	-0.6%	-28%	-1%	-0.1%
> O=C(NC1CCCCC1)C(c1ccc2ncccc2c1)N(Cc1ccc(F)cc1)C(=O)c1cccs1 (configuration not stated)
→ -5%	2%	25%	-9%	-1.1%	30%	-13%	-5%	-0.4%
> Cc1nc2nc(CCNS(=O)(=O)c3ccc(Cl)cc3)cn2nc1C
→ 4%	-8%	-6%	7%	1.4%	1.2%	-19%	7%	-0.2%
> O=C(NCc1cccnc1)c1cn(CCc2ccccc2)nn1
→ 4%	1%	27%	-7%	1.0%	-1.1%	-29%	14%	-0.2%
> O=C(c1ccco1)c1nc2c(n1O)CCCCC2
→ -1%	13%	6%	5%	1.2%	-2.5%	-10%	-1%	0.6%
> Cc1ccc(CC2CC(=O)N(c3cc(Cl)ccn3)C2=O)cc1 (configuration not stated)
→ 10%	-11%	8%	12%	-2.4%	.	-6%	5%	0.2%
> COc1ccc(OC)c(N(CC(=O)NCC2CCCO2)S(=O)(=O)c2ccccc2)c1 (configuration not stated)
→ 17%	5%	-27%	-20%	-0.2%	3.2%	-12%	0%	-0.1%
> CS(=O)(=O)Nc1ccccc1C(=O)c1ccccc1
→ 0%	8%	9%	1%	-2.0%	0.7%	-17%	5%	0.3%
> CC1CCN(C(=O)Cn2c(SCC(=O)Nc3nccs3)nc3ccccc32)CC1
→ 4%	5%	.	-6%	0.4%	.	-13%	-7%	-0.1%
> CC(C)c1ccc(NC(=O)CSc2n[nH]c(=O)n2-c2cccnc2)cc1
→ 10%	7%	-9%	6%	2.1%	-0.6%	-40%	13%	0.0%
> Cc1cccc(-c2nc(CS(=O)CC(=O)NCc3ccco3)c(C)o2)c1 (configuration not stated)
→ 10%	3%	-51%	7%	3.1%	-5.5%	2%	-6%	0.2%
> CN(C)CCN(C(=O)/C=C/c1cccs1)c1nc2ccc(Br)cc2s1
→ 7%	1%	22%	6%	-0.3%	1.4%	2%	4%	-0.1%
> O=C(Cn1cnc([N+](=O)[O-])c1)NCCc1ccccc1
→ 19%	-1%	-1%[20 µM]	2%	4.8%	-4.3%	-24%	12%	-0.1%
> O=C(CS(=O)CC(=O)N(c1ccccc1)C(C(=O)NC1CCCCC1)c1ccco1)Nc1ccc(F)cc1 (configuration not stated)
→ 4%	7%	20%	10%	-0.9%	6.7%	-8%	4%	0.2%
> CCn1c2ccccc2c2nc3ccccc3nc21
→ 2%	6%	-2%	-20%	0.1%	0.2%	-33%	1%	-0.2%
> CCN1CCN(C(c2ccccc2)c2nnnn2Cc2ccc3c(c2)OCO3)CC1 (configuration not stated)
→ 10%	2%	-39%	12%	-0.1%	4.1%	-32%	7%	1.0%
> COC(=O)CC(NS(=O)(=O)c1cccs1)c1cccc2ccccc12 (configuration not stated)
→ 1%	3%	22%	12%	-0.8%	-4.1%	10%	6%	0.2%
> Cc1ccccc1C(=O)NC1CCN(CC(=O)Nc2ccc(Br)cc2)CC1
→ 10%	10%	-25%[20 µM]	1%	0.6%	-1.8%	2%	-3%	-0.1%
> O=C(O)CCC(=O)Nc1nc(-c2ccccc2)cs1
→ 3%	13%	-8%	4%	-0.2%	3.1%	-10%	8%	0.2%
> C=CCOc1nc2c(c(=O)n(C)c(=O)n2C)n1Cc1ccc(Cl)cc1
→ -3%	5%	9%	17%	1.7%	8.4%	8%	8%	-0.1%
> CC1(NC(=S)NCCO)CCS(=O)(=O)C1 (configuration not stated)
→ 9%	-1%	20%	1%	1.6%	-3.5%	-27%	6%	-0.3%
> CN(C)CCSc1nc(N)c2c3c(sc2n1)CN(C)CC3
→ 6%	?	12%	26%	0.4%	-3.5%	8%	0%	1.4%
> O=C(COC(=O)C1CC(O)CN1S(=O)(=O)c1ccc(Cl)cc1)c1ccccc1Cl (configuration not stated)
→ -2%	6%	.	-11%	4.3%	-0.5%	-7%	6%	0.2%
> O=C(O)c1c(NC(=O)N2CCOCC2)sc2c1CCCC2
→ 0%	8%	3%	0%	1.3%	-1.2%	-4%	2%	-0.1%
> O=C(Cn1cncc1-c1ccc([N+](=O)[O-])cc1)Nc1ccccc1F
→ 1%	2%	-21%	1%	0.3%	-1.8%	-5%	6%	0.0%
> Cc1ccc(N(CC(O)CN2C(=O)NC(C)(C)C2=O)S(=O)(=O)c2ccc(C)cc2)cc1 (configuration not stated)
→ 2%	14%	24%	7%	-0.6%	3.4%	-1%	-1%	0.5%
> CCn1ccnc1CN(C)Cc1cn(-c2ccc(C)cc2)nc1-c1cccc(C)c1
→ 21%	8%	-69%[20 µM]	-8%	-2.1%	.	7%	23%	0.2%
> O=C(CN1C(=O)c2ccccc2C1=O)Nc1sc2c(c1C(=O)NCc1ccco1)CCCC2
→ 9%	7%	-16%	9%	4.9%	9.7%	11%	-20%	-0.1%
> COC(=O)/C=c1\sc2n(c1=O)C(C)=CC(C)(C)N=2
→ 5%	7%	-36%	10%	-0.1%	-1.6%	8%	-11%	0.2%
> Cc1ccnc(NS(=O)(=O)c2ccc(Cl)nc2)c1
→ 8%	2%	-28%	8%	0.1%	8.7%	0%	2%	-0.2%
> Cc1nnc(SCC(=O)Nc2cccc(S(=O)(=O)NC3=NCCCCC3)c2)n1Cc1ccccc1
→ 4%	5%	9%	20%	-0.5%	-2.2%	-32%	6%	0.0%
> Cc1cc(Br)c(S(=O)(=O)n2nnc3ccccc32)cc1C
→ 1%	-3%	-56%	-1%	-0.5%	-2.3%	-13%	-20%	0.2%

# These rows are one share of the data. The share of hits here may be higher or lower than overall.
